Assay outcomes as filed in PubChem.
KKLEB cytotox – cytotoxicity in KKLEB CF airway cells, primary screen, cytotoxicity control for CF NF-kB inhibitor project, cell-based, uHTS, fluorescence assay plates; KKLEB CF airway cells viability, ATPlite luminescence, overnight; stronger effect = lower value; cells stimulated with P. aeruginosa culture filtrate; activity change (cytotoxicity), % at 5 µM; 360,000 tested, 0.36% active; AID 602141, 2011;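 active means corrected activity change at or below -50% at 5 µM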
TRAIL sens C8 – viability loss with TRAIL in NB7+C8 cells, primary screen, TRAIL sensitizer project, cell-based, ATPlite luminescence | inhibition (viability loss, TRAIL sensitization), % at 10 µM | 360,000 tested, 1% active;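 active means compounds causing at least 50% loss of cell viability in the single-dose screen, relative to plate controls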
COUP-TFII inh – NR2F2 transcriptional activity inhibitors, primary screen, cell-based, luciferase reporter, HEK293T, luminescence. AID 686940, 2013. 370,000 tested, 0.7% active. COUP transcription factor 2 (Homo sapiens), P24468. HEK293T NGFI-A luciferase reporter. inhibition, % at 8.6 µM;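 active means inhibition above a per-plate cutoff, mean inhibition of test wells between control levels plus 3 SD, cut at about 38% in these data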;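 further: cells cotransfected with COUP-TFII expression vector driving the NGFI-A reporter; 0% = median of COUP-TF2 test wells and 100% = reporter-only cells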
Target sequence (P24468 whole entry, looked up): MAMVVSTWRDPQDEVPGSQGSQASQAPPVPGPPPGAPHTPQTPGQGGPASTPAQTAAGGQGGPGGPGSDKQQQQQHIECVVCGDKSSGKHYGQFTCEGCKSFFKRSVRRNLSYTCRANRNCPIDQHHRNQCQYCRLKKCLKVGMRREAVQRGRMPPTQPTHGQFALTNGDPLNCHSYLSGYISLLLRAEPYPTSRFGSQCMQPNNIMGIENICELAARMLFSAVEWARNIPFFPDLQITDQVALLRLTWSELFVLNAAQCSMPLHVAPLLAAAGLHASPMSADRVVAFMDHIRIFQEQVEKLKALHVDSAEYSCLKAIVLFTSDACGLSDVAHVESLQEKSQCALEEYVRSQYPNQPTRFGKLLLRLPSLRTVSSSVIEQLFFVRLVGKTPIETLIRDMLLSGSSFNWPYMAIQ
TWEAK-Fn14 inh – inhibitors of TWEAK-Fn14 signaling, primary screen, luciferase reporter cells, uHTS; TWEAK-stimulated Fn14 reporter cells, luciferase luminescence, 8 h; inhibition, % at 10 µM; 360,000 tested, 2% active; in the data active means inhibition above about 50%
TROY signal inh – inhibitors of TROY-driven NF-kB signaling, primary screen, Q293 LMP1-TROYcd cells, NF-kB luciferase, uHTS; Q293 LMP1-TROYcd NF-kB luciferase reporter, 4 h; AID 1347056, 2019; 360,000 tested, 0.98% active; inhibition, % at 10 µM;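 active means compounds whose plate-normalised and pattern-corrected inhibition of the luciferase reporter signal at the single screening dose is 50% or more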
NR5A2 inv ag – LRH-1 (NR5A2) inverse agonists, primary screen, cell-based, luminescence, HEK293T, StAR-luciferase reporter. Nuclear receptor subfamily 5 group A member 2 (Homo sapiens), O00482. LRH-1 transfected, 24 h. inhibition, % at 3.6 µM. 360,000 tested, 0.13% active;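 active means inhibition above the mean inhibition of all tested compounds plus 3 SD, cut at about 73% in these data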;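 further: 0% = DMSO wells and 100% = reporter-only cells lacking LRH-1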
Target sequence (O00482 whole entry, looked up): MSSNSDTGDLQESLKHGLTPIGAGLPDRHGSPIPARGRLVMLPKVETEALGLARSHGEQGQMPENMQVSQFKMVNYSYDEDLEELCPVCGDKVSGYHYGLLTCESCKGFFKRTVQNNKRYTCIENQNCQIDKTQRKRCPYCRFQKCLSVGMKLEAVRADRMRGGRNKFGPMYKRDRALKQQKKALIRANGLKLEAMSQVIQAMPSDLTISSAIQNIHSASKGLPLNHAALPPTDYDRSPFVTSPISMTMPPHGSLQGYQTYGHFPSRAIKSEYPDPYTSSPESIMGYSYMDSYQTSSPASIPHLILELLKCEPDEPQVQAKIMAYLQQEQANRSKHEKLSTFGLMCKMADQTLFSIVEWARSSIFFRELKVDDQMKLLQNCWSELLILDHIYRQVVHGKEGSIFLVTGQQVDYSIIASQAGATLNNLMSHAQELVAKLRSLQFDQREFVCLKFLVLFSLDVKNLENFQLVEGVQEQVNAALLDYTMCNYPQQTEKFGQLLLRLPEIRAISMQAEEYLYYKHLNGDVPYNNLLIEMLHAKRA
CF NFkB block – inhibitors of PAF-induced NF-kB signaling, primary screen, cell-based, GFP fluorescence, uHTS. AID 588850, 2011. KKLEB NF-kB-GFP reporter, GFP fluorescence overnight. inhibition, % at 5 µM. 360,000 tested, 0.86% active;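 active means at least 50% inhibition at 5 µM, scaled per plate between neutral and stimulator controls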;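 further: PAF is a Pseudomonas aeruginosa culture filtrate used as stimulus; plate controls were PAF-stimulated DMSO wells for no effect and unstimulated DMSO wells for full effect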
NCOA2 inhibitor – inhibition of GAL4-SRC2 driven luciferase reporter, primary screen, SRC2 inhibitor project, cell-based, luminescence | HEK293 GAL4-SRC2 luciferase reporter | Nuclear receptor coactivator 2 (Homo sapiens), Q15596 | inhibition, % at 9 µM | 370,000 tested, 0.17% active;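 active means inhibition above the mean inhibition of all tested compounds plus 3 SD, set per campaign, cut at about 52% in these data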;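 further: 0% = DMSO treated cells and 100% = cells given Gossypol at 36 µM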
NCOA1 inh – SRC1 coactivator transcriptional activity inhibitors, primary screen, cell-based, luminescence | 360,000 tested, 0.12% active | HEK293 GAL4-SRC1 luciferase reporter | Nuclear receptor coactivator 1 (Homo sapiens), Q15788 | AID 588354, 2011 | inhibition, % at 3.6 µM;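 active means inhibition above the campaign mean plus 3 SD, with each screening campaign given its own cutoff, cut at about 60% in these data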;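 further: 0% = DMSO treated cells and 100% = gossypol at 36 µM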
NCOA3 inh – SRC3 coactivator transcriptional activity inhibitors, primary screen, cell-based, luminescence; Nuclear receptor coactivator 3 (Homo sapiens), Q9Y6Q9; HEK293 GAL4-SRC3 luciferase reporter; inhibition, % at 3.6 µM; 360,000 tested, 0.17% active; AID 588352, 2011;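 active means inhibition above a per-campaign cutoff, the mean of all compounds plus 3 SD, cut at about 60% in these data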;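 further: 0% = DMSO-treated cells and 100% = gossypol-treated cells at 36 µM; higher means less SRC3-driven luciferase light from the GAL4 reporter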
EBV LMP1 NFkB – EBV LMP1-driven NF-kappaB luciferase reporter inhibitors, primary screen, cell-based, luminescence, single point | LMP1-induced NF-kappaB luciferase reporter cells | inhibition, % at 12.5 µM | 350,000 tested, 0.69% active | AID 504558, 2011; in the data active means inhibition above about 41%;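 further: 0% = neutral control wells and 100% = reference inhibitor control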
Active calls of the source: *; x = no result given.

SMILES	KKLEB cytotox	TRAIL sens C8	COUP-TFII inh	TWEAK-Fn14 inh	TROY signal inh	NR5A2 inv ag	CF NFkB block	NCOA2 inhibitor	NCOA1 inh	NCOA3 inh	EBV LMP1 NFkB
CCCCCn1c(SCc2ccncc2)nc2cc(C(=O)NCc3ccco3)ccc2c1=O	1	-1	-1	-12	1	-8	-31	-17	-9	11	-2
c1ccc(NCc2ccncc2)cc1	12	-3	4	-20	4	-8	-4	-4	1	-8	-25
CCCCN(CCCC)C(=S)N/N=C/c1c(C)[nH]n(-c2ccccc2)c1=O	-7	8	-2	-2	-8	11	-15	-9	-19	-7	39
Cc1ccc(C(O)c2ncc(-c3cccc(C(F)(F)F)c3)[nH]2)cc1F (stereo not drawn)	-8	2	6	22	12	19	25	-50	8	2	x
Cc1ccc(NC(=S)N2CCCC(O)C2)cc1 (stereo not drawn)	-12	10	-16	-8	-23	-40	-1	-8	-25	-9	8
CC(C)NC(=O)c1ccccc1NC(=O)C1CC(=O)N(C(C)C)C1 (stereo not drawn)	-5	-12	4	1	13	-9	11	5	-5	-11	6
O=C(CSCc1cccc(CSCC(=O)Nc2ccccc2)n1)Nc1ccccc1	2	22	7	4	-30	-14	3	11	3	-5	4
CC(/C=N/NC(=O)c1cnccn1)=C\c1ccco1	8	7	-25	-1	-9	-23	-15	-35	-41	-33	x
CCOc1ccc(N2CC(C(=O)NCC(=O)Nc3ccc(F)c(F)c3F)CC2=O)cc1 (stereo not drawn)	5	-3	-2	-4	1	33	12	-11	-5	9	-5
C=CCOC(=O)C1=C[C@@H](c2ccc(Br)cc2)C[C@@H](OCc2ccc(CO)cc2)O1	1	-5	20	-16	-10	-42	1	15	11	-5	-1
C=CCN(CC=C)S(=O)(=O)c1ccc(NC(=S)NC(=O)/C=C/c2cccc3ccccc23)cc1	10	-3	5	-2	-14	23	8	11	-1	-18	-6
CC(C)(C)NC(=O)CN1CCC(O)(c2ccccc2)CC1	8	-9	-13	6	-6	10	-18	11	10	18	0
O=C(NNc1ccccc1)NC(Cc1ccccc1)C(=O)O (stereo not drawn)	-4	0	-11	2	-3	-14	7	6	-12	-22	5
O=C(NCC1CCCO1)c1nc2c(nnn2Cc2ccccc2Cl)c(=O)[nH]1 (stereo not drawn)	0	-5	1	-13	2	-3	-1	-76	-17	18	-2
CCN(CCn1cccn1)C(=O)CCc1nnc(C2CCCCC2)o1	0	7	-5	9	4	-9	-6	-23	-5	3	-1
CCN(CC)C(=O)c1csc([C@@H]2O[C@H](CO)[C@H](O)[C@H](O)[C@H]2O)n1	8	-1	7	8	8	-8	0	-11	2	-4	x
CCOc1cc(C(=O)Nc2ccc(S(=O)(=O)N3CCCCC3)cc2)ccc1OCC(=O)N1CCOCC1	1	1	13	0	9	5	-1	-8	-14	4	1
CCCC(=O)Nc1nnc(SCC(=O)NCc2ccc3c(c2)OCO3)s1	-3	4	1	-13	27	4	2	4	-36	14	0
CN1CCN(C(=O)c2ccccc2-c2nc(-c3ccc(Cl)cc3)no2)CC1	-5	9	-2	-17	16	-26	-6	-12	-14	9	-11
O=C(CN1CCN(C(=O)c2ccc(-c3nc4ccccc4s3)o2)CC1)Nc1ccc(F)cc1	-2	23	-9	33	31	11	-35	-37	-32	-90	5
Cc1ccc(N=C2NC(=O)/C(=C/c3cccn3C)S2)cc1	0	30	-43	11	-55	-63	-1	-36	-98	-70	-22
CN(CC(=O)Nc1ccc(Cl)c(C(F)(F)F)c1)C(=O)Cn1cc([N+](=O)[O-])ccc1=O	-7	-13	5	-16	2	0	22	11	2	-27	5
CCC1(CC)C(=O)C2=C3C1[C@H](C(=O)OC)C=C(C(=O)OC)C[C@H]3[C@H]1C(=O)NC(=O)[C@H]1[C@H]2C (stereo partly drawn)	4	-4	1	-7	8	-1	-9	-18	0	-7	-2
NC(=O)C1CCN(c2nc3c(S(=O)(=O)c4ccccc4)nnn3c3ccccc23)CC1	15	0	-18	-10	24	-8	-13	-3	3	-11	-1
COCCn1c(SCC(=O)Nc2ccccc2F)nc2c(c1=O)SCC2	-7	15	4	2	-17	-5	-16	-15	-4	-15	1
CC(=O)NC1(c2ccccc2)CCN(c2nc(C)cc(C)n2)CC1	5	-6	-7	-15	-8	-2	9	-6	-9	5	2
CC(C)CCn1c(CN2CCOCC2)nc2c1c(=O)n(C)c(=O)n2C	-1	16	11	6	7	3	15	-16	14	8	-21
Cn1ncc2c(NNC(=O)Cc3cccc4ccccc34)ncnc21	-6	-14	14	-9	18	-9	11	-7	-3	-1	3
CCc1c(C)nc2c(-c3ccccc3)c(-c3ccccc3)[nH]n2c1=O	8	13	15	-14	2	15	-37	14	13	-12	13
COc1cc(NC(=O)CSC(=S)N2CCCC2)c(OC)cc1Cl	-5	2	10	7	-12	-8	12	29	8	7	1
Cc1ccc2cc3c(NC(=O)CC(C)C)nn(C)c3nc2c1	3	-2	-4	-16	6	-6	3	-11	0	7	-10
NC(=O)C1CCN(C(=O)c2ccc3c(=O)n(Cc4ccco4)c(SCC(=O)c4ccccc4)nc3c2)CC1	10	-1	9	19	-12	0	-12	9	-9	21	3
O=C(Nc1nnc(SCc2ccc(Cl)cc2)s1)C1CC(=O)N(Cc2ccccc2)C1 (stereo not drawn)	4	4	4	25	32	-1	-6	7	1	6	6
C/C(=N/NC(=O)CNc1ccc(Cl)cc1C)c1ccc(C)cc1	6	-8	9	-1	-7	1	1	-49	-15	9	2
O=C(NNC(=S)Nc1ccc(OC(F)F)cc1)c1cc2c(s1)CCCC2	0	1	7	-27	-23	5	0	-9	-14	13	1
CCOc1ccc(C(=O)NNC(=O)CN2C(=O)C3CC=CCC3C2=O)cc1OC (stereo not drawn)	9	-4	14	3	9	17	1	-6	-12	9	5
O=C(CNC(=O)[C@@H]1Cc2ccccc2CN1)Nc1ccc2c(c1)OCO2	7	5	3	-25	-16	-6	-8	8	-15	-8	-4
COc1ccc(NC(=O)CCCC(=O)OCC(=O)c2cccc(OC)c2)cc1	-11	9	20	18	2	3	-1	7	12	-12	-4
O=C(Cn1nc(C(F)(F)F)cc1C1CC1)NCc1ccccc1F	3	-9	8	6	9	4	-11	-2	-30	14	-10
O=C(COC(=O)c1ccco1)NCc1ccc(Cl)cc1	-3	-7	-3	-1	-53	0	2	9	3	22	6
O=C(NC1=NCCS1)c1cccc(Br)c1	-2	4	-35	8	-33	-94	4	-72	-108	-74	-26
CC(C)=CCc1c(O)ccc2c1OC(c1ccc(O)c(O)c1)CC2=O (stereo not drawn)	-3	9	24	75*	42	-28	34	36	-46	-13	-8
Cc1ccc(OCc2cc(C(=O)N3CCCC3)no2)cn1	-9	-12	-27	-8	-21	-49	30	-65	-62	-51	-9
Cc1ccc(CN(C(=O)COc2cccc(C)c2C)C2CCS(=O)(=O)C2)o1 (stereo not drawn)	6	5	-8	10	-19	-9	-2	6	-17	7	5
O=C(NCCCc1ccccc1)c1ccc(F)cc1	13	10	x	-14	-41	-77	-22	x	-40	-52	-19
CCc1n[nH]c(=S)n1/N=C/c1ccccc1OCc1ccc(Cl)cc1	3	-9	-2	-37	-35	-55	-5	12	-4	-4	-6
O=C1CC(C(=O)N2CCN(c3ccc(F)cc3)CC2)CN1CCc1ccccc1 (stereo not drawn)	1	-11	-13	13	14	-7	-37	-8	5	-2	-1
O=C(c1ccc2c(=O)n(Cc3ccccc3)c(=S)[nH]c2c1)N1CCCC1	0	-6	0	27	5	-9	-10	-4	-6	-26	-5
CC1CC(C)CN(S(=O)(=O)N2CCCC(C(=O)NCCCN3CCOCC3)C2)C1 (stereo not drawn)	1	24	-9	-12	-3	-15	11	-18	-30	12	-6
Cc1ccc(NC(=O)CCCCCN2C(=O)[C@@H]3Cc4ccccc4CN3C2=O)c(Cl)c1	-3	8	-18	-5	12	-8	1	-29	-12	8	-11
CCC(C)n1ncn(-c2ccc(N3CCN(c4ccc(O)cc4)CC3)cc2)c1=O (stereo not drawn)	15	5	-22	-3	18	66	2	-6	54	53	12
N#Cc1cccc(OCC(=O)NC(=O)NCc2ccccc2)c1	-11	-3	-16	8	-17	-4	-14	-32	-6	0	5
S=c1[nH]nc(-c2ccc(Cl)cc2)n1-c1ccc(Cl)cc1	10	9	-6	5	8	13	-8	2	-5	8	-2
COc1ccc(C=O)cc1CSc1ncccc1C(=O)O	7	-13	-1	14	-8	3	-6	13	7	0	-1
COc1ccc(-c2cc(=O)c3ccccc3s2)cc1	-13	54*	-33	20	-37	-116	-23	-61	-98	-50	-18
CCN(CC(=O)Nc1ccc(NC(C)=O)cc1)C(=O)CCN1C(=O)C2CC=CCC2C1=O (stereo not drawn)	3	-14	-8	-1	-29	-3	13	-5	-6	9	-6
CCN(C)Cc1c(C(=O)N2CCc3ccccc3C2)nc2ccc(Cl)cn12	-2	3	-7	0	6	3	0	28	-22	5	2
Cc1cccc(-n2c(SCC(=O)NC3CCCC3)nnc2-c2ccoc2C)c1	4	-2	-8	10	0	16	3	26	-6	3	-7
Cc1cc(N2C(=O)C(O)=C(C(=O)c3cc4ccccc4o3)C2c2cccs2)no1 (stereo not drawn)	2	10	-6	-7	-54	-11	10	-30	-22	-10	0
CC(C)C(=O)Nc1ccc(C(=O)NC2CCSC2=O)cc1 (stereo not drawn)	2	8	-14	-6	-12	-18	6	-13	2	5	-3
Next part:
SMILES	KKLEB cytotox	TRAIL sens C8	COUP-TFII inh	TWEAK-Fn14 inh	TROY signal inh	NR5A2 inv ag	CF NFkB block	NCOA2 inhibitor	NCOA1 inh	NCOA3 inh	EBV LMP1 NFkB
O=C([C@@H]1CCCN1C1=NS(=O)(=O)c2ccccc21)N1CCN(c2ccccc2)CC1	0	-5	-3	-10	-6	-3	1	-10	1	-8	7
CC1=C(C#N)C2(O)C(=O)c3ccccc3C2(O)N1 (stereo not drawn)	2	5	16	-89	-1	6	6	-3	-12	-1	-9
CC1CCN(C(=O)C(Cc2ccccc2)n2cccc2)CC1 (stereo not drawn)	12	5	12	15	-9	4	-26	-21	-1	7	6
Cc1ccccc1N=C1NN=C(c2ccccc2F)CS1	7	9	-13	68*	57*	-109	-25	-15	-149	-55	19
COc1ccc(-c2cc(=O)[nH]c(=O)[nH]2)cc1	-6	-16	0	6	-28	12	1	-13	-3	-28	-14
